# NadD block = inhibitors of S. aureus NadD, primary screen, biochemical, colorimetric, uHTS; Nicotinate-nucleotide adenylyltransferase NadD (Staphylococcus aureus N315); purified NadD enzyme, colorimetric absorbance read-out; inhibition, % at 20 µM; 0.78% of 360,000 active; in the data active means inhibition above about 26%; further: some compounds past the cut are filed as inactive
# SUMO1-SIM PPI = modulators of SUMO1 protein-protein interactions, primary screen, biochemical, uHTS. SUMO1 binding to a labelled peptide, TR-FRET, 1 h. inhibition, % at 20 µM. 0.33% of 360,000 active. AID 602429, 2012; in the data active means inhibition above about 37%
# STEP block = STEP phosphatase inhibitors, primary screen, biochemical, fluorescence intensity, uHTS. recombinant STEP, OMFP fluorogenic substrate. inhibition, % at 20 µM. 0.25% of 360,000 active. AID 588621, 2011;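 active means inhibition at 20 µM, scaled per plate between control wells, above about 37%, limit read from the data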;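 further: 0% = DMSO with enzyme and substrate and 100% = substrate only without enzyme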
#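 material = STEP tyrosine phosphatase | reagent = fluorogenic phosphatase substrate OMFP at 25 µM final | doses = single compound dose of 20 µM, 1% DMSO final | schedule = 20 min reaction, room temperature, in the dark | measured by = fluorescence, 480/540 nm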
# Neddylation inh = inhibitors of cullin neddylation, primary screen, biochemical, TR-FRET, uHTS, NAE and Ubc12; NEDD8-conjugating enzyme Ubc12 (Homo sapiens) + NEDD8-activating enzyme E1 regulatory …; calls only at 25 µM; 0.58% of 360,000 active; AID 651699, 2012; in the data active means inhibition above about 36%
# Rin1 Abl inh = inhibitors of Rin1-Abl protein binding, primary screen, biochemical, TR-FRET. Tyrosine-protein kinase ABL1 (Homo sapiens) + Ras and Rab interactor 1 (Homo sapiens), …. inhibition, % at 7.35 µM. 0.4% of 360,000 active. AID 588664, 2011; in the data active means inhibition above about 5%, passing the limit was not always enough
# DNMT1 inh = human DNMT1 methyltransferase inhibitors, primary screen, biochemical, molecular beacon, fluorescence, HinP1I cleavage, uHTS; inhibition (reported as % activation of signal), % at 10 µM; 0.83% of 360,000 active; in the data active means inhibition above about 50%
# Target sequence (P26358 504-1616 limits assumed): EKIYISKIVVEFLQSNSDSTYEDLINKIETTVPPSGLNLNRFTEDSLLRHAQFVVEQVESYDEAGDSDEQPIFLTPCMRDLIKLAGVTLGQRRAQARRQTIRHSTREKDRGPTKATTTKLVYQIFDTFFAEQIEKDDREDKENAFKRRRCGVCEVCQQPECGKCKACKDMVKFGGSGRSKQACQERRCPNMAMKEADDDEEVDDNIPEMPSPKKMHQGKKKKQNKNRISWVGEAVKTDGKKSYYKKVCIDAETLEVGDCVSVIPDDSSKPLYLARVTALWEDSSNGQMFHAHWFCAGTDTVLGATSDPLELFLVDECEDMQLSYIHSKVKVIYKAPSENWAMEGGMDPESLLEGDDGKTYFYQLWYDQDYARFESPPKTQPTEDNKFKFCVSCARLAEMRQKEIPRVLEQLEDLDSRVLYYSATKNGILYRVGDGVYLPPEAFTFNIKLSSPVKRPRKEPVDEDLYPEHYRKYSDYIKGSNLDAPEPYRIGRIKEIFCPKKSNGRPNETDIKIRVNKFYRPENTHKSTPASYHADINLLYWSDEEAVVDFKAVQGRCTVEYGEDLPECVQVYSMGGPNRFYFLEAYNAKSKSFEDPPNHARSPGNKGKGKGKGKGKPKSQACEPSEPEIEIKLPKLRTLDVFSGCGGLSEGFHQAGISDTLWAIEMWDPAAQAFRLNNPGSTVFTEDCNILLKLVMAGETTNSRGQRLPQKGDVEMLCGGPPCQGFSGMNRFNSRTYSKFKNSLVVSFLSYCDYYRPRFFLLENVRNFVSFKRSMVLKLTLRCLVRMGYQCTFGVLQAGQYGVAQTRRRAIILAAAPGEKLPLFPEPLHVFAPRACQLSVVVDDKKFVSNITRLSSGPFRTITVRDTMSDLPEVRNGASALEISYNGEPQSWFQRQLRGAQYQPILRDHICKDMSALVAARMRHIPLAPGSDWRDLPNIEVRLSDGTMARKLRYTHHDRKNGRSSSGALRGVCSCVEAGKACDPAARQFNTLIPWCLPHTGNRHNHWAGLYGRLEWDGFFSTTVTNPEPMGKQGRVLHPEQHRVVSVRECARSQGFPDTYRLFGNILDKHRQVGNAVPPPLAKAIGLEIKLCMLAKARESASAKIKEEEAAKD
# CSN inh = inhibitors of CSN-mediated cullin deneddylation, primary screen, biochemical, fluorescence polarization, uHTS; COP9 signalosome complex subunit 5 (Homo sapiens), Q92905; Purified CSN, SCF-Nedd8-OG deneddylation; inhibition, % at 12.5 µM; 0.38% of 360,000 active;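 active means pattern-corrected inhibition above about 35%, with an unprinted fluorescence ratio check between 0.5 and 1.5, limit read from the data, passing the limit was not always enough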;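 further: 0% = enzyme with substrate and 100% = substrate without enzyme; some results filed as inactive read as strong as hits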
#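 Test system: purified human Csn5 enzyme expressed in HEK293T cells. Amount: 0.24 nM enzyme. Reagent: SCFSkp2-Nedd8OG substrate at 10 nM final. Schedule: 90 min incubation of compound, enzyme and substrate at room temperature. Detection: fluorescence polarization. Read-out: % inhibition of substrate cleavage by Csn5.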
# Scp-1 inhibitor = Scp-1 phosphatase inhibitors, primary screen, biochemical, colorimetric, uHTS. Recombinant Scp1, phosphopeptide, malachite green phosphate absorbance. AID 493091, 2011. Carboxy-terminal domain RNA polymerase II polypeptide A small phosphatase 1 (Homo …. inhibition, % at 20 µM. 0.88% of 340,000 active;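 active means inhibition above about 50% at 20 µM, limit read from the data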;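 further: plate controls were DMSO wells with enzyme for no effect and wells lacking enzyme for full effect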
#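 System: truncated SCP-1 phosphatase (76-261aa); medium: Tris acetate buffer pH 5.5 with MgCl2 and Tween-20; incubation: 45 min room-temperature reaction, 5 min colour, 30 min stabiliser; compound: single 20 µM dose, 1% DMSO; reagent: Phosphorylated 17-residue peptide substrate; read-out: % inhibition at 20 µM; technique: colorimetric free-phosphate detection, absorbance 630 nm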
# LMPTP inh = LMPTP phosphatase inhibitors, primary screen, biochemical, fluorescence intensity, uHTS; AID 651560, 2012; 0.22% of 360,000 active; inhibition, % at 20 µM; Low molecular weight phosphotyrosine protein phosphatase (Homo sapiens), P24666; recombinant LMPTP-A, OMFP fluorogenic substrate;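 active means compounds that cut the enzyme signal by at least half of the control window in the single-dose screen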;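 further: plate controls were DMSO wells with enzyme plus substrate for no effect and substrate without enzyme for full effect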
#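 Buffer or medium: Bis-Tris pH 6.0, DTT, detergent; Assay system: LMPTP-A enzyme; Quantity: 0.625 nM enzyme; Detection: endpoint fluorescence intensity; Times: 50 min dark incubation at room temperature; Controls: substrate-only low control, DMSO enzyme-plus-substrate high control; Doses: single 20 µM dose; Read-out: percent inhibition versus substrate-only and uninhibited controls; Reagent: 400 µM OMFP.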
# Rpn11 inh = Rpn11 (PSMD14) deubiquitinase inhibitors, primary screen, biochemical, fluorescence polarization, uHTS. human 26S proteasome, Ub4-pepOG fluorescence polarization; 20S core pre-blocked with epoxomicin. 26S proteasome non-ATPase regulatory subunit 14 (Homo sapiens), O00487. AID 588493, 2011. 0.59% of 360,000 active. calls only at 20 µM;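 active means inhibition at 20 µM, scaled to each plate's controls, above about 33%, limit read from the data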
# * marks the source's active call; other numbers are inactive results; i = inactive; / = no result given; + = active, no number.
SMILES,NadD block,SUMO1-SIM PPI,STEP block,Neddylation inh,Rin1 Abl inh,DNMT1 inh,CSN inh,Scp-1 inhibitor,LMPTP inh,Rpn11 inh
O=C(CN1CCN(C(c2ccccc2)c2ccccc2)CC1)NC(=O)NCc1ccco1,0,1,1,i,-2,-6,-2,-2,0.4,i
CC(=O)SC(C)CC(=O)Nc1ccccc1 (stereo not drawn),3,1,-1,i,-2,0,-3,3,-0.1,i
O=C(CSc1nc(C(F)(F)F)cc(=O)[nH]1)N1CCC(Cc2ccccc2)CC1,6,5,1,i,1,-1,-1,1,0.0,i
O=C(COC(=O)c1ccco1)Nc1ccc([N+](=O)[O-])cc1Cl,-5,-40,-1,i,-3,0,-3,-10,-1.0,i
CCOc1ccc(NC(=O)CC2C(=O)N(c3ccccc3)C(=O)N2CCc2cccs2)cc1 (stereo not drawn),-5,5,1,i,0,-2,-4,-6,-1.7,i
O=C(Cc1cccs1)Nc1ccccc1NC(=O)Cc1cccs1,6,23,3,i,6,-1,-6,6,-0.5,i
Cc1ccccc1OCCc1c(C)[nH]c(=S)[nH]c1=O,-5,-4,-1,i,1,-1,9,3,0.7,i
Cc1ccc(C(C)C)c(OCCN2C(=O)NC(C)(C)C2=O)c1,-3,-6,7,i,5,0,2,0,-1.2,i
Cc1cc2oc3c(c(=O)c2cc1C)C(c1ccc(F)cc1)N(CCCN1CCOCC1)C3=O (stereo not drawn),-2,-8,0,i,1,-2,-4,-3,-1.7,i
Cc1cccc(N2CCN(C(=O)C3CCN(S(=O)(=O)c4cccc5nsnc45)CC3)CC2C)c1 (stereo not drawn),3,-24,0,i,-2,-3,-7,3,1.0,i
CCCOC(=O)C1=C(C)NC2=C(C(=O)CC(C)(C)C2)C1c1ccc(N(C)C)cc1 (stereo not drawn),-3,-3,-6,i,2,-5,-4,-3,-0.2,i
COc1ccc(C(=O)N2CCC(n3nccc3NC(=O)C3CC3)CC2)c(OC)c1OC,3,0,-2,i,5,2,-5,-1,-1.6,i
C[C@H](NC(=O)c1ncn2c1C(=O)NC[C@H]2C)C(=O)OC(C)(C)C,2,-1,-4,i,0,6,1,/,-0.8,i
O=C(Nc1ccc(N2CCOCC2)cc1)C1(c2ccc(Cl)cc2)CCC1,-4,1,2,i,1,-1,-1,-5,0.2,i
COc1ccc(C(=O)C2CCCN(C(=O)c3ccc(C(C)=O)s3)C2)c(C)c1 (stereo not drawn),-1,-11,-1,i,-7,-1,-1,-5,1.1,i

# 2 compounds picked at random from the list so far, as already listed:
SMILES,NadD block,SUMO1-SIM PPI,STEP block,Neddylation inh,Rin1 Abl inh,DNMT1 inh,CSN inh,Scp-1 inhibitor,LMPTP inh,Rpn11 inh
COc1ccc(C(=O)N2CCC(n3nccc3NC(=O)C3CC3)CC2)c(OC)c1OC,3,0,-2,i,5,2,-5,-1,-1.6,i
C[C@H](NC(=O)c1ncn2c1C(=O)NC[C@H]2C)C(=O)OC(C)(C)C,2,-1,-4,i,0,6,1,/,-0.8,i

# Compound profiles (already shown). Order of screens: NadD block	SUMO1-SIM PPI	STEP block	Neddylation inh	Rin1 Abl inh	DNMT1 inh	CSN inh	Scp-1 inhibitor	LMPTP inh	Rpn11 inh
# Cc1cccc(N2CCN(C(=O)C3CCN(S(=O)(=O)c4cccc5nsnc45)CC3)CC2C)c1 (stereo not drawn) is listed as 3	-24	0	i	-2	-3	-7	3	1.0	i
# O=C(CSc1nc(C(F)(F)F)cc(=O)[nH]1)N1CCC(Cc2ccccc2)CC1 is listed as 6	5	1	i	1	-1	-1	1	0.0	i
# Cc1ccc(C(C)C)c(OCCN2C(=O)NC(C)(C)C2=O)c1 is listed as -3	-6	7	i	5	0	2	0	-1.2	i

# Other structures follow:
SMILES,NadD block,SUMO1-SIM PPI,STEP block,Neddylation inh,Rin1 Abl inh,DNMT1 inh,CSN inh,Scp-1 inhibitor,LMPTP inh,Rpn11 inh
CC(C)COC(=O)n1c(=O)oc2cc(S(=O)(=O)N3CCCCC3)ccc21,-11,0,4,i,0,9,-2,-6,2.2,i
CCN(C[C@H]1N[C@@](C)(C(=O)OC)[C@H]2C(=O)N(Cc3ccccc3)C(=O)[C@@H]12)C(=O)Nc1ccc(Cl)cc1,-1,-4,0,i,0,5,-3,-8,-1.1,i
O=C(CN1CCN(c2ccccn2)CC1)NCCc1ccccc1,-1,-6,-2,i,0,-3,-5,-12,-0.3,i
CON(C)C(=O)CC(CNC(=O)OC(C)(C)C)c1ccc(Cl)cc1 (stereo not drawn),-7,5,-2,i,0,1,1,-3,-3.1,i
CC1(C)N=C(N)NC(=NCCCOc2ccc([N+](=O)[O-])cc2)N1,-4,-19,-1,i,1,-3,2,/,0.4,i
Cn1c(SCC(=O)N2CCOCC2)nnc1-c1ccncc1,0,0,-1,i,1,8,3,14,-0.7,i
O=C(NCc1ccc2c(c1)OCO2)Nc1cccc2ccccc12,4,-8,0,i,-2,6,-4,-2,-0.9,i
CCc1nnc(NC(=O)CSc2nnc(CSc3nc(C)cc(C)n3)o2)s1,-2,5,-1,i,-2,-1,5,0,1.0,i
Cc1cc(NC(=O)c2c(Cl)cccc2Cl)no1,-2,-2,-4,i,5,-1,-1,-5,0.2,i
CCOC(=O)N(C)OC(=O)Nc1ccc(Cl)c(Cl)c1,1,21,-2,i,3,10,0,-2,-0.1,i
C=C(C)CNC(=S)N/N=C/c1ccc([N+](=O)[O-])cc1,-3,-15,0,i,-2,-1,0,-9,0.8,i
COc1cccc(CNc2ccc([N+](=O)[O-])cc2Cl)c1O,-13,-20,-3,i,1,-2,3,-9,1.9,i
Nc1nc2n(n1)C(c1cccc(Br)c1)CC(c1ccc(F)cc1)N2 (stereo not drawn),5,6,0,+,-4,-2,2,3,-0.2,i
Cc1cc(C)c(OCCCCn2cnc3ccccc3c2=O)c(C)c1,-1,1,0,i,-1,-5,-2,1,1.3,i
COc1ccc(/C=C/C(=O)O)cc1S(=O)(=O)Nc1ccc2c(c1)OCO2,0,-3,-1,i,-1,6,4,1,-0.5,i
Cc1ccc(-c2nc3ccccc3c(=O)n2CCN2CCOCC2)cc1,0,0,-2,i,4,5,1,3,-0.4,i
CCCNCc1cc(OC)c(OCCC)cc1Cl,2,8,-7,i,3,5,2,-4,-0.6,i
Cc1cc(=O)[nH]c(N/N=C/c2c(O)n(-c3ccccc3)c(=O)c3ccccc23)n1,4,5,1,i,-2,-3,-4,-8,1.0,+
CCOC(=O)c1c(-c2ccc(C)cc2)csc1NC1=NS(=O)(=O)c2ccccc21,6,5,2,i,-1,2,0,-2,-1.4,i
O=C(NC1CCCC1)c1cccc(Cl)c1,-1,0,-2,i,-5,1,-4,-2,-2.3,i
COC(=O)c1cc(S(=O)(=O)NCc2ccc(Br)cc2)c[nH]1,-7,1,1,i,0,2,4,-2,-0.7,i
Cc1ccc(S(=O)(=O)Nc2cc(C(C(=O)OC(C)C)C(=O)C(F)(F)F)c(O)c3ccccc23)c(C)c1 (stereo not drawn),5,16,-1,i,2,-9,4,-16,2.7,i
O=C(COC(=O)c1ccccc1Nc1ccccc1)NCc1ccccc1,3,-2,-2,i,-1,4,-2,-4,0.8,i
CC(=O)N1CC(C)Oc2ccc(S(=O)(=O)Nc3ccc(Cl)cn3)cc21 (stereo not drawn),2,4,1,i,0,1,-1,-6,0.2,i
C=CCn1c(-c2ccc3ncccc3c2)n[nH]c1=S,2,2,-4,i,2,3,3,-11,-0.1,i
COc1ccc(C(=O)NCCc2ccc(F)cc2)cc1OC,-2,2,-2,i,2,-1,6,-3,0.9,i
O=C(O)CC1CCS(=O)(=O)C1 (stereo not drawn),-4,-1,-1,i,1,4,-1,0,-2.0,i
COc1ccc(C(=O)Nc2cccc(-c3csc(C)n3)c2)cc1S(=O)(=O)N1CCCC1,5,11,0,i,-2,-16,-9,-8,3.0,i
Cc1noc(C)c1C(=O)N1CC(C)OC(C)C1 (stereo not drawn),2,0,-2,i,-1,3,3,-12,-0.3,i
COc1ccccc1CN(Cc1nc2ccccc2c(=O)[nH]1)C(=O)Nc1cccc(C)c1,-1,2,-1,i,-3,0,1,-5,-2.0,i
O=C(NCc1ccc(Cl)cc1)c1ccccc1CCc1ccccc1,1,1,2,i,1,8,3,-5,0.4,i
CNC(=O)NC(=O)C(C)OC(=O)CCCc1nc2ccccc2s1 (stereo not drawn),-4,1,0,i,0,2,-8,6,-1.5,i

# Among those listed so far, 5 have two or more sulfur atoms.
SMILES,NadD block,SUMO1-SIM PPI,STEP block,Neddylation inh,Rin1 Abl inh,DNMT1 inh,CSN inh,Scp-1 inhibitor,LMPTP inh,Rpn11 inh
O=C(Cc1cccs1)Nc1ccccc1NC(=O)Cc1cccs1,6,23,3,i,6,-1,-6,6,-0.5,i
Cc1cccc(N2CCN(C(=O)C3CCN(S(=O)(=O)c4cccc5nsnc45)CC3)CC2C)c1 (stereo not drawn),3,-24,0,i,-2,-3,-7,3,1.0,i
CCc1nnc(NC(=O)CSc2nnc(CSc3nc(C)cc(C)n3)o2)s1,-2,5,-1,i,-2,-1,5,0,1.0,i
CCOC(=O)c1c(-c2ccc(C)cc2)csc1NC1=NS(=O)(=O)c2ccccc21,6,5,2,i,-1,2,0,-2,-1.4,i
COc1ccc(C(=O)Nc2cccc(-c3csc(C)n3)c2)cc1S(=O)(=O)N1CCCC1,5,11,0,i,-2,-16,-9,-8,3.0,i

# High-throughput results from PubChem.
